# Assay outcomes deposited in PubChem by several laboratories.
# NALP1 inh = blocks the NALP1 inflammasome reconstituted in yeast | S. cerevisiae NALP1/ASC/caspase-1 growth, X-gal OD620, 72 h | inhibition, % at 10 µM | 280,000 tested, 0.61% active; in the data active means inhibition mostly above about 24%, no sharp cut-off; inactive means mostly below about 32%; further: some compounds called inactive have numbers as strong as hits
# GalR3 antag = blocks the human galanin receptor 3; O60755; HEK293 GalR3-CNG cAMP membrane potential fluorescence; galR3 body fused to GalR1 C-terminus; inhibition, % at 3 µM; 360,000 tested, 0.44% active;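 active means inhibition above the screen-wide average plus 3 SD, cut at about 13% in these data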;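 further: forskolin and galanin both at EC90 stimulate the cells; cAMP rise reported by CNG channel membrane potential dye signal; 0% = forskolin plus galanin with DMSO and 100% = forskolin alone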
# Target sequence (O60755 1-299 limits assumed): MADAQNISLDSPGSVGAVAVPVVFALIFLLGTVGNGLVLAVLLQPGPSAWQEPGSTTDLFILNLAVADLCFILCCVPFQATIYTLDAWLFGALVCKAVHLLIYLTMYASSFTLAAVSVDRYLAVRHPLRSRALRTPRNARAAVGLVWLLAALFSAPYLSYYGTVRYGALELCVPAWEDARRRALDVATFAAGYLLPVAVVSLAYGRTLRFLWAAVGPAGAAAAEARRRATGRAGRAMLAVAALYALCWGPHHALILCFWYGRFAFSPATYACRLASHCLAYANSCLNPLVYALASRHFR
# GPR7 antagonist = blocks human GPR7 receptor signaling. P48145. inhibition, % at 4.4 µM. 290,000 tested, 1.1% active. AID 1861. GPR7-expressing cells, fluorescence antagonist assay; in the data active means inhibition above about 16%, passing the limit was not always enough;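 further: cells stimulated with the agonist NPW; 0% = agonist with vehicle and 100% = vehicle without agonist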
# M18AAP inhibitor = PfM18AAP enzyme inhibition | recombinant PfM18AAP, H-Glu-NHMec fluorogenic cleavage | AID 1822 | 290,000 tested, 1.2% active | inhibition, % at 7.35 µM;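 active means inhibition above the campaign mean inhibition over all tested compounds plus 3 SD, cut at about 28% in these data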;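 further: 0% = plate median of test compound wells and 100% = 2 mM ZnCl2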
# OXTR potentiate = potentiators of human oxytocin receptor. CHO-OTR cells, Fluo-8 calcium fluorescence, potentiator mode; 0% = oxytocin EC15, 100% = EC100. P30559. activation, % at 3 µM. 320,000 tested, 0.061% active;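 active means activation above that plate's cutoff, the mean activation of tested compounds plus 3 SD, cut at about 6.6% in these data, passing the limit was not always enough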;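 further: 100% uses oxytocin at 75 nM as the full agonist control; some results filed as inactive read as strong as hits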
# Target sequence (P30559 whole entry, looked up): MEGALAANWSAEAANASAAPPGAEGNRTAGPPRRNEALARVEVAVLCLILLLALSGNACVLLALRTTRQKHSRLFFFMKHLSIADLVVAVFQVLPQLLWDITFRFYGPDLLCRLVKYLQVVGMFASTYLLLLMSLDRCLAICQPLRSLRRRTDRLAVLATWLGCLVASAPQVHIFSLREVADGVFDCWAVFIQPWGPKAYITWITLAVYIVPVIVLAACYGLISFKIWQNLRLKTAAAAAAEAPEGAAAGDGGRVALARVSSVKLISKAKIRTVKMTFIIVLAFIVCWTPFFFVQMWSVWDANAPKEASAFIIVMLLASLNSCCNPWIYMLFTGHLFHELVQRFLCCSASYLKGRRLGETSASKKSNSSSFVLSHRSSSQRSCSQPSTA
#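 Measured by – Fluo-8 calcium dye fluorescence · Test system – human OTR in CHO cells · Dosing – one concentration, 3.0 µM compound · Controls – EC15 oxytocin alone as 0%, 75 nM oxytocin as 100% · Evaluation – normalized max/min fluorescence ratio, % activation · Timing – 6 min pre-incubation, 100 s read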
# OXTR agonist = human OXTR agonism | AID 2435 | P30559 | activation, % at 3 µM | CHO-OTR cells, Fluo-8 calcium fluorescence; normalized: DMSO 0%, oxytocin 100% | 320,000 tested, 0.32% active;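 active means activation above the mean of all tested compounds plus 3 SD, cutoff set per screening run, cut at about 20% in these data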;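 further: peak over basal fluorescence ratio from a 100 s FLIPR kinetic read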
# MEKK2 mut-MEK5 = signal of MEK5 binding to mutant human MEKK2 PB1 domain | bead flow cytometry, Alexa488-MEK5 binding to MEKK2 mutant | percent response, % at 10 µM | 290,000 tested, 0.35% active | AID 1530; in the data active means percent response above about 24%, passing the limit was not always enough; further: inactives centre near 1; some results filed as inactive read as strong as hits
# MEKK2 WT-MEK5 = raises or lowers MEK5 binding to wildtype human MEKK2 PB1 domain; Q9Y2U5; bead flow cytometry, Alexa488-MEK5 binding to MEKK2 WT; actives lie on both sides; binding response (% of control), % at 10 µM; 290,000 tested, 1.1% active; in the data active means binding response below about 67% or above about 130%
# V1aR counter = counter-screen for oxytocin receptor agonists: human V1a receptor agonists; P37288; CHO-V1R cells, Fluo-8 calcium fluorescence, agonist mode; 0% DMSO, 100% 3 nM vasopressin; activation, % at 3 µM; 320,000 tested, 0.25% active; AID 2797;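 active means activation above the mean activation of all tested compounds plus 3 SD, per screening run, cut at about 20% in these data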;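 further: signal is peak over basal fluorescence ratio across a 100 second FLIPR read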
# Target sequence (P37288 whole entry, looked up): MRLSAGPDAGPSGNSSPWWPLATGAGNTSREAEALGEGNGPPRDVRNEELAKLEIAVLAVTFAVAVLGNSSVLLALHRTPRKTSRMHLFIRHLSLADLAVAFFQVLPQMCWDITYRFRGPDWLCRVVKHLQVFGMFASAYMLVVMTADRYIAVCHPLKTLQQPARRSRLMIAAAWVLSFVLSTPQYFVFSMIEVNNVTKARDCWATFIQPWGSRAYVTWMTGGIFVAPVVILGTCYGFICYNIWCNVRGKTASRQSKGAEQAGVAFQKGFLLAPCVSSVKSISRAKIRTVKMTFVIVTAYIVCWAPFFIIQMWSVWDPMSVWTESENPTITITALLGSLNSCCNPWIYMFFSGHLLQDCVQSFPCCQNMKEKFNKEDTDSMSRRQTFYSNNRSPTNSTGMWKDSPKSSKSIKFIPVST
# * marks the source's active call; other numbers are inactive results; nt = no result given; [ ] = dose if it differs, or a comment.
SMILES,NALP1 inh,GalR3 antag,GPR7 antagonist,M18AAP inhibitor,OXTR potentiate,OXTR agonist,MEKK2 mut-MEK5,MEKK2 WT-MEK5,V1aR counter
Cc1ccc2sc(N(CCCN(C)C)C(=O)c3ccc(S(=O)(=O)N4CCc5ccccc5C4)cc3)nc2c1C,nt,-1,nt,nt,-12,4.7,nt,nt,4.0
Cc1ccc(S(=O)(=O)N2CCN(C(=O)c3ccccc3Cc3ccccc3)CC2)c(C)c1,28,-3,-10,10,-5,-0.3,1,98,1.1
O=C(Nc1nnc(-c2ccncc2)o1)c1cccc(N2C(=O)CCC2=O)c1,-2,-5,-5,7,-1,1.2,2,103,-0.1
O=C(CSc1nnc(CNC(=O)c2cccs2)o1)NCc1ccc(F)cc1,-7,-5,-1,1,-1,0.3,2,106,-0.1
Cc1ccc2sc(N3CCN(C(=O)C4=COCCO4)CC3)nc2c1C,nt,-2,nt,nt,-18,10,nt,nt,6.8
COc1ccc(C(=O)O)cc1S(=O)(=O)N1CCCc2ccccc21,25,-10,-7,4,-4,-0.3,6,98,0.4
CCOC(=O)C1=C(C)C(c2ccccc2OC)NC(=S)N1 (configuration not stated),17,-2,2,0,-2,-0.7,-3,104,-0.5
COc1ccc(/C(N)=N/OC(=O)C2CCCCC2)cc1,9,-2,-31,1,-9,-0.7,0,97,-0.2
O=C(CC(c1ccccc1)c1cc(Br)ccc1O)N1CCCCC1 (configuration not stated),6,-3,-24,2,-8,-0.8,3,100,-0.3
COc1ccc(NC(=O)c2cc(-c3ccc(C)o3)nc3ccccc23)cc1OC,9,-3,0,-46,-5,-1.0,10,112,-0.9
COc1ccc(S(=O)(=O)/N=C2\C=C(NS(=O)(=O)c3ccccc3)C(=O)c3ccccc32)cc1,14,-7,-11,2,-7,-2.1,-2,97,-1.0
CC(=O)NC(=S)Nc1ccc(S(=O)(=O)Nc2ncccn2)cc1,-5,-3,-11,1,10,1.7,4,105,-0.1

# In another format: results already given
SMILES | NALP1 inh | GalR3 antag | GPR7 antagonist | M18AAP inhibitor | OXTR potentiate | OXTR agonist | MEKK2 mut-MEK5 | MEKK2 WT-MEK5 | V1aR counter
COc1ccc(S(=O)(=O)/N=C2\C=C(NS(=O)(=O)c3ccccc3)C(=O)c3ccccc32)cc1 | 14 | -7 | -11 | 2 | -7 | -2.1 | -2 | 97 | -1.0
CC(=O)NC(=S)Nc1ccc(S(=O)(=O)Nc2ncccn2)cc1 | -5 | -3 | -11 | 1 | 10 | 1.7 | 4 | 105 | -0.1

# (next part)
SMILES,NALP1 inh,GalR3 antag,GPR7 antagonist,M18AAP inhibitor,OXTR potentiate,OXTR agonist,MEKK2 mut-MEK5,MEKK2 WT-MEK5,V1aR counter
Cc1c(Cl)cccc1N=c1c([N+](=O)[O-])nn(-c2ccccc2)n1O,38,-9,19,1,3,-1.7,5,113,-0.8
Cc1cc(OCC(=O)N2CCC(O)CC2)c2c(C)cc(=O)oc2c1,18,nt,10,-2,0,0.5,-8,94,0.2
COc1ccccc1OC(=O)c1ccc(S(=O)(=O)N(C)C)cc1,-2,-3,-1,0,-4,6.2,5,102,4.8
COc1ccccc1NS(=O)(=O)c1ccc2oc(SC)nc2c1,-2,-8,-11,4,-13,4.9,4,105,5.7
O=C(c1ccc(F)cc1F)N1CCN(c2ccccn2)CC1,0,-9,1,2,-1,0.8,8,105,0.1
COc1ccccc1N(CC(=O)NCc1ccccc1)S(C)(=O)=O,13,-5,7,-2,-1,0.1,4,104,0.8
CC1CCCN(C(=O)CSCC(=O)N=c2sc3ccccc3n2C)C1 (configuration not stated),-10,-2,-8,5,-10,-0.4,14,101,1.4
CSCC[C@H](N)C(=O)N1CCC(C(=O)N[C@@H](C)C(=O)NCc2ccc(F)cc2)CC1,18,-2,-7,3,-2,0.4,3,101,1.1
COc1ccccc1N(C(=O)c1ccco1)C(C(=O)NC1CCCC1)c1cccnc1 (configuration not stated),3,-5,-5,-8,-6,-1.8,-4,94,-0.7
CC(=O)N(C1=C(O)c2ccccc2C(=O)C1=O)C1CCCCC1,1,-7,-5,-16,2,0.5,4,96,-0.4
CCN(CC)C(=O)C1=C(C)Nc2ncnn2C1c1cccnc1 (configuration not stated),6,-3,3,3,-13,0.1,-7,89,0.4
CCOc1ccc(OCC)c(NC(=O)Cn2cccc2)c1,-2,nt,2,-3,1,-0.7,-5,95,-1.3
Cc1ccc(C(=O)NCc2ccccn2)c(Cl)c1,6,-3,-7,1,-7,0.1,0,94,0.2
CC(=O)N1CCN(c2nnc(-c3ccccc3)c3ccccc23)CC1,-15,-8,-1,-3,-15,1.2,4,106,0.5
CCCC(=O)c1ccc(N2CCN(S(=O)(=O)c3ccc(C)cc3)CC2)c(F)c1,23,-4,-5,-13,-10,0.3,1,99,0.3
O=C(Nc1ccncc1)Nc1ccc(Cl)cc1Cl,30*,1,5,0,nt,nt,-3,103,nt
Cc1nc(NC(=O)COC(=O)CCC(=O)c2cccs2)c(Cl)cc1Cl,30,-4,-2,1,-4,-1.6,-1,100,-0.7
CN(C)c1ccc(/C=N/NC(=O)c2ccccc2)cc1,2,-5,-1,-1,-3,-0.7,-9,88,0.0
COC(=O)Cc1c(O)ccn(CCc2ccc(OC)c(OC)c2)c1=O,21,-3,6,-1,-8,1.7,-1,99,0.6
CC(C)c1ccc(NC(=S)NNC(=O)c2cccnc2)cc1,0,-1,-11,3,-4,0.3,2,104,0.2
CCc1nc2ccccc2c(C(=O)OCC(=O)NCc2ccco2)c1C,-2,1,-7,-8,-7,-3.0,1,105,-0.3
CCc1ccc2[nH]c(=O)c(CN(CCN3CCCC3)C(=O)NC3CCCCC3)cc2c1,1,-4,-2,5,-1,-0.9,12,122,0.2
CSc1nnc(C)c(=O)n1COC(=O)/C=C/c1ccccc1,9,-6,2,6,-10,8.9,-1,100,5.1
Cc1cccc(-n2cc(CN(C)Cc3nccn3C)c(-c3cccc(F)c3)n2)c1,4,1,4,0,-6,0.2,-1,110,-0.8
O=C(CCc1nnc2n(Cc3ccccc3)c(=O)c3ccccc3n12)NCCCN1CCCCC1,1,-8,-4,6,-16,-1.6,-1,100,-0.3
O=C(COC(=O)Cn1cnc2ccccc2c1=O)NCC12CC3CC(CC(C3)C1)C2,10,-4,-8,3,0,-0.1,4,104,-0.3
O=C(CN1CCOc2ccccc21)NCc1cccs1,14,-5,-9,2,-1,0.6,7,111,0.8
Cc1ccc(S(=O)(=O)Cc2ccc(C(=O)NC3CCCCCC3)o2)cc1,14,-4,3,-6,1,-1.6,6,105,1.9
Cc1cccc(C)c1OCc1cc(C(=O)N(Cc2c(C)nn(C)c2C)C2CC2)no1,18,-10,12,-3,-11,11,-6,100,12
O=C(O)C1CC=CCC1C(=O)Nc1cccc([N+](=O)[O-])c1 (configuration not stated),-42,-2,13,-9,-5,1.5,-1,97,0.2
Cc1nn(C(C)(C)C)c(OC(=O)c2ccc3c(c2)OCO3)c1Sc1ccccc1,7,-10,-2,-10,-7,-0.5,2,101,2.5
CC(C)C[C@H](NC(=O)OC(C)(C)C)C(=O)N/N=C/C1=Cc2ccccc2OC1C (some centres not stated),13,-7,7,-3,-8,-2.0,-6,92,-0.3
CCOc1ccc(NC(=O)c2ccc(CNc3c(NC4CCCCC4)c(=O)c3=O)cc2)cc1,13,4,-14,0,-5,0.2,nt,nt,0.1
O=S(=O)(Nc1ccon1)c1cc(Cl)ccc1Cl,-7,1,-1,-4,-8,0.3,-4,94,0.0
O=C(Nc1ccc2c(c1)CCC2)c1ccc(F)c(S(=O)(=O)N2CCOCC2)c1,0,1,-7,-1,-7,3.1,0,102,4.6
CC(OC(=O)C(NC(=O)c1ccco1)C(C)C)C(=O)Nc1ncc(Cl)cc1Cl (configuration not stated),5,-5,-16,-3,-9,-1.1,1,107,0.7

# Entries of single compounds as entered above:
# Entry for CC(OC(=O)C(NC(=O)c1ccco1)C(C)C)C(=O)Nc1ncc(Cl)cc1Cl (configuration not stated) → NALP1 inh: 5; GalR3 antag: -5; GPR7 antagonist: -16; M18AAP inhibitor: -3; OXTR potentiate: -9; OXTR agonist: -1.1; MEKK2 mut-MEK5: 1; MEKK2 WT-MEK5: 107; V1aR counter: 0.7
# Entry for CCOc1ccc(NC(=O)c2ccc(CNc3c(NC4CCCCC4)c(=O)c3=O)cc2)cc1 → NALP1 inh: 13; GalR3 antag: 4; GPR7 antagonist: -14; M18AAP inhibitor: 0; OXTR potentiate: -5; OXTR agonist: 0.2; MEKK2 mut-MEK5: nt; MEKK2 WT-MEK5: nt; V1aR counter: 0.1

# Retrieved by compound from above, 6 records:
SMILES,NALP1 inh,GalR3 antag,GPR7 antagonist,M18AAP inhibitor,OXTR potentiate,OXTR agonist,MEKK2 mut-MEK5,MEKK2 WT-MEK5,V1aR counter
COc1ccccc1N(C(=O)c1ccco1)C(C(=O)NC1CCCC1)c1cccnc1 (configuration not stated),3,-5,-5,-8,-6,-1.8,-4,94,-0.7
CC(OC(=O)C(NC(=O)c1ccco1)C(C)C)C(=O)Nc1ncc(Cl)cc1Cl (configuration not stated),5,-5,-16,-3,-9,-1.1,1,107,0.7
Cc1c(Cl)cccc1N=c1c([N+](=O)[O-])nn(-c2ccccc2)n1O,38,-9,19,1,3,-1.7,5,113,-0.8
Cc1ccc2sc(N3CCN(C(=O)C4=COCCO4)CC3)nc2c1C,nt,-2,nt,nt,-18,10,nt,nt,6.8
O=C(CC(c1ccccc1)c1cc(Br)ccc1O)N1CCCCC1 (configuration not stated),6,-3,-24,2,-8,-0.8,3,100,-0.3
Cc1nc(NC(=O)COC(=O)CCC(=O)c2cccs2)c(Cl)cc1Cl,30,-4,-2,1,-4,-1.6,-1,100,-0.7

# Continued:
SMILES,NALP1 inh,GalR3 antag,GPR7 antagonist,M18AAP inhibitor,OXTR potentiate,OXTR agonist,MEKK2 mut-MEK5,MEKK2 WT-MEK5,V1aR counter
O=C(NCCSc1ncc(-c2ccc(F)cc2)[nH]1)c1ccc2c(c1)OCO2,nt,-3,nt,nt,-1,-0.5,nt,nt,-0.8
O=C(O)C1CCCCC1C(=O)Nc1cc(Cl)ccc1Cl (configuration not stated),24,0,-3,-4,-15,-0.5,2,100,0.8
CN(C)S(=O)(=O)c1ccc(C(=O)Nc2nnc(Cc3ccccc3)s2)cc1,-1,0,7,-3,-14,1.2,6,100,1.3
CCCn1cnc2c(cnn2-c2ccc(F)cc2)c1=O,-55,-5,-7,1,-1,0.4,3,104,2.3
Cn1c(=O)c2c(ncn2CC(=O)N2CCN(C(=O)c3ccco3)CC2)n(C)c1=O,11,-4,4,-1,-7,1.1,-9,50*[inhibitor],0.4
CC(C)(C)c1ccc(C(=O)/C(C#N)=C/c2cccs2)cc1,18,-4,-10,-2,-16,1.5,-2,97,-1.9
Cc1ccc(S(=O)(=O)N/N=C/c2cccc3nccnc23)cc1,9,-4,-9,0,1,0.6,-18,87,0.2
O=C(COC(=O)Cc1ccc(Cl)cc1)Nc1ccc2[nH]c(=O)[nH]c2c1,nt,1,nt,nt,-6,0.1,nt,nt,0.3
Cc1noc(C)c1C(=O)OCC(=O)NC(c1ccccc1)c1ccccc1,-2,-5,-2,-9,3,-1.4,3,104,-0.1
Cc1ccc(S(=O)(=O)n2c(N)nc3ccccc32)cc1,5,-5,0,0,-7,0.6,7,108,-0.1
COc1cccc(NC(=O)c2ccc(NC(=O)C(C)(C)C)cc2)c1,23,-4,1,2,-12,1.6,-3,92,1.7
